FLuc modulator – inhibits or activates purified firefly luciferase, miR-21 counter-screen; purified FLuc, Km substrates, luminescence inhibition; 6.9% of 360,000 active; P08659; Potency, µM (series often up to 57.5 µM), for inactives: at the highest dose activity change, negative = inhibition, most hits filed as inhibitors; active = well fitted inhibition curve with a large enough effect; inconclusive = small, poorly fitted or top-dose-only effect;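 note: plate controls were vehicle for no effect and reference inhibitor for full effect; nearly all actives have a fitted effect of over 55% in size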
Target sequence (P08659 whole entry, looked up): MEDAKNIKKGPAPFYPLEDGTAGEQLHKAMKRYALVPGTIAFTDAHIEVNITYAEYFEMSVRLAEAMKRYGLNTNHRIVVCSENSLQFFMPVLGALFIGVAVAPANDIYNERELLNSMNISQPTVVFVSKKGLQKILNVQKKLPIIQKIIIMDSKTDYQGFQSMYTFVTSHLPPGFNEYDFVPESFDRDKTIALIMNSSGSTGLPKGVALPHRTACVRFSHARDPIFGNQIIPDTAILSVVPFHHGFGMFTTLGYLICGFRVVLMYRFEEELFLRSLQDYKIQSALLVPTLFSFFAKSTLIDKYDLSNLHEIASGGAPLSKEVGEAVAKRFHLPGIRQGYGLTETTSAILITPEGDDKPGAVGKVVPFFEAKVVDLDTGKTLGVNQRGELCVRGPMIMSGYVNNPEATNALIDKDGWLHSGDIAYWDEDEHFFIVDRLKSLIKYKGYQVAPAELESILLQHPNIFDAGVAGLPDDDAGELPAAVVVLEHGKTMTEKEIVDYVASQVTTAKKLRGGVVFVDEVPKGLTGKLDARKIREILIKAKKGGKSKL
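Purified P. pyralis luciferase, 10 nM final, with Km-level 10 uM D-luciferin and 10 uM ATP in 50 mM Tris acetate pH 7.5, 10 mM Mg acetate, 0.01% Tween-20, 0.05% BSA; 6-point qHTS titration about 60 µM downward; luminescence read.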
* hit, by the source's call. Potency is the fitted concentration of half-maximal effect. An excerpt (hit frequency here may not be typical).

How did COc1cccc(NC(=O)c2oc3ccccc3c2NC(=O)COc2ccccc2C)c1 do in these assays?
FLuc modulator: -13.7%

Results for CCc1ccc(NC(=O)CSc2nnc(-c3nonc3NC(C)=O)n2-c2ccccc2)cc1 ?
FLuc modulator: -12.1%

How did Cc1ccc(NC(=O)CN2C(=O)CC(C)Sc3ccccc32)c(C)c1 (centres undefined) do in these assays?
FLuc modulator: -9.7%

How did CCN(c1ccc(C)cc1)S(=O)(=O)c1nnc(NC(=O)C2CCCCC2)s1 do in these assays?
FLuc modulator: 10.7µM*

How did COc1cc(C2c3c(oc4ccc(C)cc4c3=O)C(=O)N2Cc2ccccc2)ccc1O (centres undefined) do in these assays?
FLuc modulator: -2.6%

Results for COc1cccc(OCC(=O)NC2CC(=O)N(c3ccc4c(c3)OCCO4)C2)c1 (centres undefined) ?
FLuc modulator: -6.6%

What do the screens show for `O=C(NCCCN1CCN(c2ccc(F)cc2)CC1)c1cnn(-c2ccc(F)cc2)c1-n1cccc1`?
FLuc modulator: -7.9%

Results for COc1ccc(CCNc2nc3ccccc3c3nc(-c4cccc(C)c4)nn23)cc1OC ?
FLuc modulator: inconclusive

How did CCOC(=O)C1CCN(S(=O)(=O)c2cc(-c3cc(C)no3)ccc2OC)CC1 do in these assays?
FLuc modulator: -2.4%

Results for CCOc1ccccc1C1Nc2ccccc2-c2nnc(SCc3ccccc3)nc2O1 (centres undefined) ?
FLuc modulator: inconclusive

What do the screens show for `Cc1cc(NC(=O)N2CCC(CN3CCCCCC3)CC2)ccc1Br`?
FLuc modulator: 3.0%

How did CCOC(=O)CSc1nc2sc3c(c2c(=O)n1CC)CCCC3 do in these assays?
FLuc modulator: -11.1%

Results for O=S(=O)(c1ccc2ccccc2c1)n1nc(-c2ccco2)nc1NCc1cccc(Cl)c1 ?
FLuc modulator: -8.0%

Results for CCn1cc2nc(SCC(=O)Nc3cc(OC)cc(OC)c3)n(Cc3ccc(Cl)cc3)c(=O)c2n1 ?
FLuc modulator: -1.6%

How did COc1cc(C(CC(=O)NCc2ccccc2Cl)N2Cc3ccccc3C2=O)cc(OC)c1OC (centres undefined) do in these assays?
FLuc modulator: -4.4%

How did COc1ccc(CCNC(=O)CN(c2ccc(C)cc2)S(=O)(=O)c2ccc(OC)cc2)cc1 do in these assays?
FLuc modulator: -9.3%

Results for COc1ccc(NC(=O)C2=C(C)Nc3ncnn3C2c2ccc[nH]2)cc1 (centres undefined) ?
FLuc modulator: 4.9%

What do the screens show for `CCc1ccc(Nc2nc3ccccc3c3nnc(C)n23)cc1`?
FLuc modulator: -2.9%

Results for Cc1cc(C)c(NC(=O)c2cc(S(=O)(=O)N3CCC4(CC3)OCCO4)ccc2F)c(C)c1 ?
FLuc modulator: -6.7%

What do the screens show for `COc1cccc(CNC(=O)CCn2c(=O)c3cccn3c3ccc(F)cc32)c1OC`?
FLuc modulator: -7.4%

Of the compounds above, 2 have two or more sulfur atoms:
How did CCN(c1ccc(C)cc1)S(=O)(=O)c1nnc(NC(=O)C2CCCCC2)s1 do in these assays?
FLuc modulator: 10.7µM*

How did CCOC(=O)CSc1nc2sc3c(c2c(=O)n1CC)CCCC3 do in these assays?
FLuc modulator: -11.1%

Next section:
What do the screens show for `CCOc1ccccc1NC(=O)CN(C)S(=O)(=O)c1ccc(C(=O)N2CCOCC2)s1`?
FLuc modulator: 5.9%

How did CCN(c1ccccc1)S(=O)(=O)c1ccc(NC(=O)c2cc(=O)c3ccc(C)c(C)c3o2)cc1 do in these assays?
FLuc modulator: -3.8%

What do the screens show for `COc1ccc(C2N=C(N)Nc3nc4ccccc4n32)cc1` (centres undefined)?
FLuc modulator: -3.0%

What do the screens show for `Cc1ccc(C(=O)N(Cc2ccco2)c2ccccn2)cc1`?
FLuc modulator: -3.0%

How did COc1ccc(NC(=O)CC2C(=O)N(c3ccc(OC)cc3)C(=O)N2CCC2=CCCCC2)cc1 (centres undefined) do in these assays?
FLuc modulator: -8.4%

How did CCOc1ccc(C(=O)/C=C/c2cn(CC(O)CN3CCCCCC3)c3ccccc23)cc1 (centres undefined) do in these assays?
FLuc modulator: inconclusive

How did COc1cccc(CSc2nc3n(n2)C(c2ccccc2C)C(C(=O)Nc2ccccc2OC)=C(C)N3)c1 (centres undefined) do in these assays?
FLuc modulator: -1.5%

How did COc1ccc(N2CCN(C(=O)c3cn(C)c4ccc(S(=O)(=O)N(C)C5CCCCC5)cc4c3=O)CC2)cc1 do in these assays?
FLuc modulator: -17.0%

What do the screens show for `Cc1ccc(C2=NN(CCC(=O)NCCc3cccc(C)c3)C(=O)CC2)cc1`?
FLuc modulator: -11.4%

What do the screens show for `CC(C)Oc1ccc(CNC(=O)C2CCCCN2S(=O)(=O)c2ccc(F)cc2)cc1` (centres undefined)?
FLuc modulator: 1.8%

Results for COc1cccc(CNC(=O)Cn2c(=O)n3nc(-c4cccc(C)c4)nc3c3ccccc32)c1 ?
FLuc modulator: -1.7%

How did Cc1nc(-c2ccc(Cl)cc2)sc1CCNC(=O)c1ccco1 do in these assays?
FLuc modulator: inconclusive

How did COc1ccc(NC(=O)CN(C)S(=O)(=O)c2ccc3[nH]c4c(c3c2)CCCC4)cc1OC do in these assays?
FLuc modulator: -4.2%

Results for COc1ccc(S(=O)(=O)NCCc2nnc3ccc(SCC(=O)Nc4ccccc4C)nn23)cc1 ?
FLuc modulator: -5.6%

How did CC(=O)Nc1ccccc1-c1nc2ccccc2n(Cc2cccc(Br)c2)c1=O do in these assays?
FLuc modulator: 0.1%

What do the screens show for `O=C(Cn1c(=O)nc(-c2ccccc2)c2cc(Cl)ccc21)N1CCN(c2ccccc2F)CC1`?
FLuc modulator: -0.7%

How did COC(=O)c1ccc(NC(=O)CCn2cccn2)cc1 do in these assays?
FLuc modulator: 6.3%

How did COc1ccc(N2CC(NC(=O)C(c3ccccc3)c3ccccc3)CC2=O)cc1OC (centres undefined) do in these assays?
FLuc modulator: -2.3%

How did COc1ccc(C)cc1NC(=O)CN(c1cc(C(F)(F)F)ccc1Cl)S(C)(=O)=O do in these assays?
FLuc modulator: -9.3%

How did CCOc1ccc(NC(=O)c2cnc3sc(N4CCOCC4)nn3c2=O)cc1 do in these assays?
FLuc modulator: inconclusive

What do the screens show for `CCc1ccc(CNC(=O)c2cnc(N3CCCCC3)c3ccccc23)cc1`?
FLuc modulator: -13.5%

Results for COc1ccc(NC(=O)Cn2nnc3sc4c(c3c2=O)CCC(C)C4)c(OC)c1 (centres undefined) ?
FLuc modulator: inconclusive

Results for Cc1cc(C)cc(N2CC(c3nc(-c4cccc(Cl)c4)no3)CC2=O)c1 (centres undefined) ?
FLuc modulator: -7.2%

How did COc1ccc(OCC(=O)N2CCN(C(=O)c3ccc(OC)cc3)CC2)cc1 do in these assays?
FLuc modulator: -7.8%

How did O=C(Nc1cccc(C(=O)N2CCN(c3ccc(Cl)cc3)CC2)c1)c1nsc2ccccc12 do in these assays?
FLuc modulator: 1.2µM*

How did Cc1ccc(C(=O)OCc2cc(=O)n3nc(-c4cccs4)sc3n2)cc1 do in these assays?
FLuc modulator: -1.7%

What do the screens show for `CC(=O)Nc1cc(C(=O)NCc2ccc(F)cc2)ccc1Sc1ccc(C)cc1`?
FLuc modulator: -1.0%

Results for O=c1c(N2CCc3ccccc3C2)csc2ccccc12 ?
FLuc modulator: 9.53µM*

How did Cc1ccc(CCNc2ncnc3onc(-c4ccc(F)cc4)c23)cc1 do in these assays?
FLuc modulator: -4.7%

How did CC1CCCCN1CCNC(=O)c1ccc(Cn2c(SCc3ccccc3)nc3cccnc32)cc1 (centres undefined) do in these assays?
FLuc modulator: 13.5µM*

What do the screens show for `COc1ccc(-n2c(=O)c3c4c(sc3n(Cc3ccccc3Cl)c2=O)CCC4)c(OC)c1`?
FLuc modulator: -1.1%

How did O=C(Nc1ccc2[nH]c(=O)c(=O)[nH]c2c1)c1cccc(F)c1 do in these assays?
FLuc modulator: 1.3%

What do the screens show for `CCOc1ccc(OCC)c(NS(=O)(=O)c2ccc3[nH]c(=O)ccc3c2)c1`?
FLuc modulator: -2.9%

Results for CC(C)CC1N=C2c3ccccc3N=C(SCC(=O)NCCc3ccc(Cl)cc3)N2C1=O (centres undefined) ?
FLuc modulator: 0.3%

Results for CCOc1ccc(CNC(=O)Cc2ccc(NC(=O)N3CCSc4ncccc43)cc2)cc1 ?
FLuc modulator: -4.6%

Results for COc1ccc(CNc2nc(-c3ccc(OC)c(OC)c3)cc(C(F)(F)F)n2)cc1 ?
FLuc modulator: 0.9%

What do the screens show for `Oc1c(C(c2ccccc2F)N2CCC3(CC2)OCCO3)sc2nc(-c3ccco3)nn12` (centres undefined)?
FLuc modulator: -16.3%

What do the screens show for `CC(=O)c1ccc(N2CCN(c3ncnc4c3c(-c3ccccc3)cn4-c3ccc(C)c(Cl)c3)CC2)cc1`?
FLuc modulator: 2.2%

How did COc1cccc2cc(-c3nc(Nc4cccc(C)c4)sc3C)c(=O)oc12 do in these assays?
FLuc modulator: inconclusive

How did CCOc1ccccc1NC(=O)C1=C(C)Nc2ncnn2C1c1ccccn1 (centres undefined) do in these assays?
FLuc modulator: 2.8%

Already shown: entries from further up.
How did O=C(Nc1ccc2[nH]c(=O)c(=O)[nH]c2c1)c1cccc(F)c1 do in these assays?
FLuc modulator: 1.3%

What do the screens show for `CCOc1ccc(OCC)c(NS(=O)(=O)c2ccc3[nH]c(=O)ccc3c2)c1`?
FLuc modulator: -2.9%

Results for CC(C)CC1N=C2c3ccccc3N=C(SCC(=O)NCCc3ccc(Cl)cc3)N2C1=O (centres undefined) ?
FLuc modulator: 0.3%

Results for CCOc1ccc(CNC(=O)Cc2ccc(NC(=O)N3CCSc4ncccc43)cc2)cc1 ?
FLuc modulator: -4.6%

(cont.)
What do the screens show for `CCCSCCCNC(=O)C1CCCN(C(=O)c2cnn(-c3ccccc3)c2-n2cccc2)C1` (centres undefined)?
FLuc modulator: -13.3%

What do the screens show for `COc1ccc(C(=O)Nc2nnc(S(=O)(=O)N3CCN(c4ccc(C)cc4)CC3)s2)cc1`?
FLuc modulator: -1.8%

How did O=c1c2cnn(-c3ccc(Cl)cc3)c2ncn1Cc1ccc(Cl)cc1Cl do in these assays?
FLuc modulator: -5.6%

What do the screens show for `COc1ccc(CNC(=O)c2ccc3c(c2)CCN3S(=O)(=O)c2ccc(Cl)cc2)cc1`?
FLuc modulator: -2.7%

What do the screens show for `Cc1ccc(-n2c(=O)c3ccc(C(=O)NCc4ccco4)cc3n(Cc3cccc(Cl)c3)c2=O)cc1`?
FLuc modulator: 1.2%

Results for Cc1cc(-n2c(SCc3ccccc3F)nc3[nH]ncc3c2=O)ccc1Cl ?
FLuc modulator: inconclusive

Results for CCOc1ccc(-n2nc3ccc(NC(=O)COc4ccccc4)cc3n2)cc1 ?
FLuc modulator: 1.8%

How did Cc1ccc(OCC(=O)N(Cc2nc(-c3ccccc3)no2)C(C)C)cc1C do in these assays?
FLuc modulator: -10.1%

How did Cc1ccc2oc(-c3ccc(Cl)c(NC(=O)c4cc5ccccc5o4)c3)nc2c1 do in these assays?
FLuc modulator: 12µM*

Results for O=C(CSc1oc(-c2ccccc2)nc1S(=O)(=O)c1ccc(Cl)cc1)NC1CCCCC1 ?
FLuc modulator: -4.4%

What do the screens show for `CCN(CC)S(=O)(=O)c1ccc2c(c1)N(CC(=O)Nc1c(C)cc(C)cc1C)C(=O)CS2`?
FLuc modulator: -0.7%

How did CCOC(=O)c1c(C)oc2nc(C)nc(N3CCN(c4ccccc4F)CC3)c12 do in these assays?
FLuc modulator: -5.6%

Results for COc1cccc(C(=O)N2CCc3cc(OC)c(OC)cc3C2COc2ccc3c(C)cc(=O)oc3c2)c1 (centres undefined) ?
FLuc modulator: 1.3%

Results for COc1ccccc1C(=O)OCc1cc(=O)n2c(C)csc2n1 ?
FLuc modulator: 19µM*

How did COc1cc(NC(=O)CCc2c(C)nc3cc(-c4ccccc4)nn3c2C)cc(OC)c1OC do in these assays?
FLuc modulator: -0.2%

How did COc1ccccc1N1CCN(C(=O)C2CCN(S(=O)(=O)c3cn(C)cn3)CC2)CC1 do in these assays?
FLuc modulator: -0.6%

Results for O=C1c2oc3ccccc3c(=O)c2C(c2ccccc2)N1Cc1ccc2c(c1)OCO2 (centres undefined) ?
FLuc modulator: -3.6%

How did Cc1ccc(-c2nnc(Nc3cccc(O)c3)c3ccccc23)cc1S(=O)(=O)N1CCOCC1 do in these assays?
FLuc modulator: -4.4%

What do the screens show for `Cc1ccc2nc(N3CCN(C(=O)C4COc5ccccc5O4)CC3)sc2c1` (centres undefined)?
FLuc modulator: 8.49µM*

Results for Cc1ccc(NC(=O)C(Cc2ccccc2)NS(=O)(=O)c2ccc3c(c2)CCC(=O)N3)cc1 (centres undefined) ?
FLuc modulator: -6.3%

Results for O=C(CSc1cn(CC(=O)N2CCOCC2)c2ccccc12)Nc1ccccc1 ?
FLuc modulator: -4.9%

Results for CCOc1ccc(CNC(=O)Cn2nc(N3CCN(c4ccccc4)CC3)ccc2=O)cc1 ?
FLuc modulator: -0.9%

Results for COc1ccc(-n2ccn(CC(=O)Nc3ccc(C)cc3C)c(=O)c2=O)cc1 ?
FLuc modulator: -6.1%

What do the screens show for `COCCNC(=O)C(=O)NCC(c1cccnc1)N1CCN(c2ccccc2)CC1` (centres undefined)?
FLuc modulator: 0.1%

Results for Cc1c(CNC(C)CCc2ccccc2)c(C(=O)O)c(C)n1Cc1ccc(F)cc1Cl (centres undefined) ?
FLuc modulator: 5.7%

How did Cc1ccc(NC(=O)CSc2nc3nccnc3c(=O)n2CCc2c[nH]c3ccccc23)cc1C do in these assays?
FLuc modulator: -7.9%

Results for Cc1ccc(OCCn2c(-c3ccc(Cl)cc3)nc3ccccc3c2=O)c(C)c1 ?
FLuc modulator: -3.8%

Results for CCOc1ccc(NC(=O)c2cnn(-c3ccc(C)c(C)c3)c2C2CCN(C(=O)OC(C)(C)C)CC2)cc1 ?
FLuc modulator: 2.2%

How did COc1ccc(C2=Nc3ccccc3NC(c3cccs3)=N2)cc1 do in these assays?
FLuc modulator: inconclusive

Source: PubChem
